Bioassay records: PubChem BioAssay, Emory University Molecular Libraries Screening Center
14-3-3g Raf: modulators of 14-3-3 gamma protein binding, primary screen, biochemical, fluorescence polarization. FP, 14-3-3gamma / TMR-pS259-Raf peptide binding. 160,000 tested, 0.19% active. inhibition, % at 40 µM; in the data active means inhibition above about 30%;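 further: 0% = protein plus tracer without compound and 100% = blank with tracer alone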
Target sequence (P61981 whole entry, looked up): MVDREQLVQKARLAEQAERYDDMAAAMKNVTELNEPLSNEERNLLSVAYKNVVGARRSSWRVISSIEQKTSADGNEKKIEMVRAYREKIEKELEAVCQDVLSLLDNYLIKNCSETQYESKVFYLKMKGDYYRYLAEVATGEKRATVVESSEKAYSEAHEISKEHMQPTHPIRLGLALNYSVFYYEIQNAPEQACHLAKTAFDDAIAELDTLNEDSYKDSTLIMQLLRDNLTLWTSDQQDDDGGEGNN
Numbers without * were called inactive; & = joins results of further samples. Some of the compounds tested; rates above refer to the full screens.

SMILES	14-3-3g Raf
CCOCCOC(=O)C1=C(C)NC(=O)NC1c1ccc(N(C)C)cc1 (configuration not stated)	-2
Cc1cc(Br)ccc1NS(=O)(=O)c1ccc2c(c1)CCN2C(=O)C1CC1	-12
CCc1ccc(-n2cnc3cc(C(=O)NCc4ccccc4Cl)ccc32)cc1	-87
CCOC(=O)c1sc2nc(CSCC(=O)OCc3ccc(C(=O)OC)o3)[nH]c(=O)c2c1C	-3
C(=Cc1nnc(-c2ccccc2)o1)c1ccccc1	-7
CN(C1CCCCC1)S(=O)(=O)c1ccc(NC(=O)C2CCCCC2C(=O)O)cc1 (configuration not stated)	0
CCCOC(=O)c1ccc(-c2n[nH]c(=O)c3ccccc23)cc1	-6
Cc1cc(NC(=O)Cn2nc(C(F)(F)F)c3c2CCC3)no1	3
CCOC(=O)c1cnc(-n2nc(C)cc2C)nc1NC1CCCCC1	0
Cc1cc(=O)oc2c(I)c3occ(-c4ccccc4)c3cc12	-9
Cc1ccc(-c2ccc(=O)n(CC(=O)NC3CCCC(C)C3C)n2)cc1 (configuration not stated)	-6
Cc1cc(S(=O)(=O)Nc2ccc(Br)cc2)c(C)c(S(=O)(=O)c2ccc(Cl)cc2)c1	-11
O=S(=O)(Nc1ccc(OC(F)(F)F)cc1)c1cccc2cccnc12	1
CC1CCC(N2C(=O)CN(C3CCCCC3)C(=O)C2c2ccc(Cl)cc2)CC1 (configuration not stated)	-2
CCC(OC(=O)c1cccs1)C(=O)NC1CCCCC1 (configuration not stated)	8
CN1C(=O)CC(N2CCN(c3ncccn3)CC2)C1=O (configuration not stated)	1
COc1cc(OC)cc(-c2nc(N)n[nH]2)c1	-5
Cn1c(=O)c(N2CCOCC2)c2c3c(cccc31)C(=O)c1ccccc1-2	50*
COc1ccccc1-c1ccc(Nc2cccc(C(C)=O)c2)nn1	-7
Cc1onc(-c2ccccc2Cl)c1C(=O)Nc1ccc(-n2nncc2-c2ccco2)cc1	1
Cn1cc(C=Nc2oc(-c3ccccc3)c(-c3ccccc3)c2C#N)c2ccccc21	-5
Cc1ccc2nc(-c3ccc(NC(=O)CSc4nc5ccccc5o4)cc3)sc2c1	-50
CC(=O)N1CCc2cc(S(=O)(=O)N3CCN(C(=O)c4ccco4)CC3)ccc21	-8
COc1ccc(C2C(C(=O)OCc3ccccc3)=C(C)NC3=C2C(=O)CC(C)(C)C3)c(OC)c1 (configuration not stated)	-1
COc1ccc(C(=O)N2CC(=O)Nc3ccc(C)cc3C2c2ccc(F)cc2)cc1OC (configuration not stated)	-10

(next part)
SMILES	14-3-3g Raf
Cn1cc(SCC(=O)Nc2nc3ccccc3s2)c2ccccc21	-18&-13
O=C(CSc1nnc2ccccn12)c1ccc2c(c1)OCCO2	-7
COc1cc2c(cc1OC)C(COc1cc(C)cc(C)c1)N(C(=O)C(C)Oc1ccccc1)CC2 (configuration not stated)	-70
Cc1ccc(NC(=O)N2CCC(c3nc4c(nnn4Cc4cccc(Cl)c4)c(=O)[nH]3)CC2)cc1	-8
COC(=O)CC1=C(C(=O)OC)C(c2cccc(OCC(N)=O)c2)C(C#N)=C(N)O1 (configuration not stated)	10
COc1ccc(-n2nc3c(c2NC(=O)c2ccc(Cl)c([N+](=O)[O-])c2)CS(=O)(=O)C3)cc1	1
CNC(=O)C1=C(C)NC(=S)NC1c1cc(C)c(OC)cc1C (configuration not stated)	-1
Cc1ccc(S(=O)(=O)NCC2CCC(C(=O)N3CCCCCC3)CC2)cc1 (configuration not stated)	4
Brc1cccc(CN2CCC(N3CCN(c4ccccc4)CC3)CC2)c1	-6
O=C(NCc1ccco1)c1cc2sccc2n1Cc1ccc(F)cc1	-10
COc1ccccc1N1CCN(C(=O)c2sc3nc(-c4ccc(F)cc4)cn3c2C)CC1	-8
C=CCN1C(=O)CN=C1NCc1ccccc1	-1
CCCNC(=O)c1c(O)c2cccc3c2n(c1=O)CCC3	-9
CCCn1c(NC(=O)c2ccccc2)nc2ccccc21	0
Cc1ccc(CNC(=O)CCS(=O)(=O)Cc2ccc(C)cc2)cc1	3
COc1cccc(-c2cc(C(=O)Nc3ccc(S(N)(=O)=O)cc3)c3ccccc3n2)c1	-10
CN1c2ccccc2N(C)C1(C)c1cccc2ccccc12	2
O=C(Nc1ccc(S(=O)(=O)C(F)F)cc1)c1cccc(S(=O)(=O)N2CCOCC2)c1	-4
COc1ccc(CCNC(=O)c2ccncc2)cc1OC	-9
Cc1ccn(-c2n[nH]c(C)c2[N+](=O)[O-])n1	5
COc1ccc(CCNc2ccc(N3C(=O)C4CC=CCC4C3=O)cc2[N+](=O)[O-])cc1 (configuration not stated)	4
CC(C)c1ccc(NC(=O)C(NC(=O)c2cnccn2)c2ccccc2)cc1 (configuration not stated)	-6
CC1=Nc2c(ccc3cccnc23)C1(C)C	-154
COC(=O)c1cccc(NC(=O)c2ccc(S(=O)(=O)N3CCN(C)CC3)cc2)c1	-3
COc1ccc(C2CC(c3cc(OC)ccc3OC)n3nnnc3N2)cc1 (configuration not stated)	-7&-5

Further entries.
SMILES	14-3-3g Raf
COc1ccc(OC)c(S(=O)(=O)N2CCC(C(=O)NCCC3=CCCCC3)CC2)c1	-4
Clc1nsnc1N1CCOCC1	-8
CC(=O)NCC1=C(NC(C)=O)C2CC1C(C)(C)C2C (configuration not stated)	8&3
COc1ccc2nc(N3CCCC(C(=O)NCCc4ccc(OC)c(OC)c4)C3)sc2c1 (configuration not stated)	4
C=CCN(C(=O)CCC(=O)Nc1cc(C)on1)C(C(=O)NC1CCCC1)c1cccnc1 (configuration not stated)	0
O=C(NC1CCCCC1)c1cc2n(n1)C(C(F)(F)F)CC(c1ccc(Cl)cc1)N2 (configuration not stated)	-1
COc1c(Br)cc(Br)cc1/C=N/n1c(C)nnc1C	0
CCOc1ccc2c(c1)sc(=NC(=O)c1ccc(S(=O)(=O)N3CCCC3)cc1)n2CC	-13
CCN1CCN(c2nc3ccccc3nc2C(C#N)C(=O)OCc2ccccc2)CC1 (configuration not stated)	-14
CCCn1c(NCc2ccc3c(c2)OCO3)nc2ccccc21	-2
CC(=O)c1ccc(NC(=O)CSCCO)cc1	12
CC1(C)CC(=O)C2=C(C1)Nc1ccccc1N(C(=O)c1ccc(Br)cc1)C2c1ccc(F)cc1 (configuration not stated)	-5
CC(C)OC(=O)C1=C(N)OC2=C(C(=O)CC(C)(C)C2)C1c1ccccc1 (configuration not stated)	5
COC(=O)C1CCN(C(=O)c2ccc(NC(C)=O)cc2)CC1	-4
N#Cc1ccc(C23CC4CC(CC(C4)C2)C3)[nH]c1=O	1
CC(=O)c1cccc(NC(=O)C2CCCN(S(C)(=O)=O)C2)c1 (configuration not stated)	6
C#CCN1C(=O)C(O)(C(C)C(=O)c2ccccc2)c2ccccc21 (configuration not stated)	6
O=C(Nc1c2c(nn1-c1cccc(Cl)c1)CSC2)c1cccc([N+](=O)[O-])c1	-6
O=C(Nc1c2c(nn1-c1ccc(Cl)cc1)CSC2)c1ccc2c(c1)OCO2	4
CCOc1ccc(NC(=O)c2cc(S(=O)(=O)N3CCc4ccccc43)ccc2F)cc1	-4
COc1ccc(CN(c2ccccc2)S(=O)(=O)N(C)C)cc1[N+](=O)[O-]	3
Cc1ccc(NC(=O)NCC(c2cccnc2)N2CCOCC2)cc1 (configuration not stated)	-4
O=C(NCc1ccco1)c1cc2ccc(O)cc2oc1=O	-12
COC(=O)COc1nc2c(c(=O)n(C)c(=O)n2C)n1C	2
O=C(NCC1CCCO1)c1nn2c(C(F)(F)F)cc(-c3cc(Br)cs3)nc2c1Br (configuration not stated)	-1

The results go on:
SMILES	14-3-3g Raf
CCOC(=O)c1ccc(N2C(=O)CC(N(C)CCc3ccc(OC)c(OC)c3)C2=O)cc1 (configuration not stated)	-7
COc1ccc(N(CC(=O)Nc2ccc(C)c(C)c2)S(=O)(=O)c2ccccc2)c(OC)c1	-2
C=CCn1c(SCc2ccc(C#N)cc2)nnc1-c1cccc(Cl)c1	0
COc1cc(C)nc(NC(=O)NS(=O)(=O)c2c(C)cc(C)nc2Cl)n1	-6
O=C(Nc1ccc(Cl)cc1)c1cnn2c1NC(c1ccco1)CC2C(F)(F)F (configuration not stated)	-319
CS(=O)(=O)N(CC(=O)NC1CCCC1)c1ccc2c(c1)OCCO2	4
COc1ccc(-n2c3c(cc(C(N)=O)c2=O)C(=O)CC(C)(C)C3)cc1	0
CC1CCCN(Cc2nc3c(c(=O)n(C)c(=O)n3C)n2CC(=O)c2ccccc2)C1 (configuration not stated)	-3
CCC(C)c1ccc(OCC(=O)O)cc1 (configuration not stated)	-7
CCOc1cc(C2C(C(=O)OC(C)C)=C(C)N=C3SCCC(=O)N32)ccc1OC(C)=O (configuration not stated)	4
CCOC(=O)C1CCCN(C(=O)Cc2c(C(=O)O)[nH]c3ccc(Cl)cc23)C1 (configuration not stated)	4
CC1=C(C(=O)OC2CCCC2)C(c2ccc(N(C)C)cc2)NC(=O)N1 (configuration not stated)	-2
CC(=O)Nc1ccc(S(=O)(=O)NCc2ccc3c(c2)cc(C)n3C)cc1	-28
COc1cc2nc(SCC(=O)c3ccc(F)cc3)n3nc(C)nc3c2cc1OC	-6
COc1ccc(C2C(=O)N(C3CCCCCC3)CC(=O)N2Cc2ccccc2)cc1OC (configuration not stated)	-2
COc1ccc2ccccc2c1C1CC(=O)N2CN(Cc3ccco3)CSC2=C1C#N (configuration not stated)	0
CCN(CC)c1ccc2cc(C(=O)Nc3ccccc3)c(=N)oc2c1	-36
Cn1c(C(O)c2ccccc2)[n+](C)c2ccccc21 (configuration not stated)	-7
O=C(Nc1ccc(Br)cc1)c1ccc(S(=O)(=O)N2CCCCC2)cc1	-8
CC1CN(c2ccc([N+](=O)[O-])cc2Cl)CCN1S(C)(=O)=O (configuration not stated)	-8
C=CCn1c(=O)c2c(nc3n2CCS3)n(C)c1=O	-2
COc1ccc(C2C(C(=O)OCC(C)C)=C(C)N=C3SCCC(=O)N32)cc1 (configuration not stated)	3
CC1=Nn2c(nnc2-c2ccccn2)SC1	1
O=C(Nc1ccc([N+](=O)[O-])cc1)c1c(O)c2ccccc2[nH]c1=O	-7
Cc1ccc(S(=O)(=O)n2nc(OC(=O)c3ccc(C)c(C)c3)cc2N)cc1	-6

(continued)
SMILES	14-3-3g Raf
Cc1cc(C)c(NC(=O)CSc2nnc(-c3ccco3)n2-c2ccccc2)c(C)c1	2
O=C1c2ccccc2C(=Nc2ccc(Br)cc2)C1c1ccccc1 (configuration not stated)	-25
Cc1cc(C)c2cc(CN(CCO)Cc3nnnn3Cc3ccccc3)c(=O)[nH]c2c1	-1
Cc1ccc(-c2c(C(=O)Nc3ccc(Oc4ccccc4)cc3)oc(=O)c3ccccc23)cc1	0
Cc1ccc(/C(O)=C2\C(=O)C(=O)N(Cc3cccnc3)C2c2cccc(Br)c2)cc1 (configuration not stated)	-2
O=C(O)C1CSC(c2cccc3ccccc23)N1 (configuration not stated)	-4
Cc1onc(-c2ccccc2Cl)c1C(=O)Nc1ccc(C(N)=O)cc1	-5
COCCN(C(=O)CCC(=O)Nc1ccccn1)C(C(=O)NCCC(C)C)c1ccc(OC)cc1 (configuration not stated)	4
COC(=O)C1=CN(C(C)C)C=C(C(=O)OC)C1c1ccc(OC)c(OC)c1	-15
O=C(CSc1nc(-c2ccco2)cc(C(F)(F)F)n1)NCc1cccs1	-9
Cc1cc2nc(-c3cc(NC(=O)c4ccc(Cl)cc4)ccc3O)oc2cc1C	-43
CCC(C)(C)n1nnnc1CN1CCN(c2nc3cc(OC)ccc3cc2C#N)CC1	-6
CCCC(=O)Nc1cccc(NC(=O)c2ccc3c(c2)OCCO3)c1	-7
CCC(C)[C@H](NC(=O)NCCCN1CCOCC1)C(=O)OC (some centres not stated)	-6
Cc1cc(C(=O)CN2C(=O)c3ccccc3S2(=O)=O)c(C)n1CC1CCCO1 (configuration not stated)	-2
Cc1ccc([N+](=O)[O-])cc1N1C(=O)C2C3C=CC(C4CC34)C2C1=O (configuration not stated)	-4
CC1=C(C(=O)OCc2ccccc2)C(c2ccccc2Cl)NC(=O)N1C (configuration not stated)	1
CCOC(=O)c1ccc(-n2c(N)c(C(=O)NCCc3ccccc3)sc2=S)cc1	2

Filtered by structure, the entries above with fluorine.
SMILES	14-3-3g Raf
Cc1cc(NC(=O)Cn2nc(C(F)(F)F)c3c2CCC3)no1	3
O=S(=O)(Nc1ccc(OC(F)(F)F)cc1)c1cccc2cccnc12	1
COc1ccc(C(=O)N2CC(=O)Nc3ccc(C)cc3C2c2ccc(F)cc2)cc1OC (configuration not stated)	-10
O=C(NCc1ccco1)c1cc2sccc2n1Cc1ccc(F)cc1	-10
COc1ccccc1N1CCN(C(=O)c2sc3nc(-c4ccc(F)cc4)cn3c2C)CC1	-8
O=C(Nc1ccc(S(=O)(=O)C(F)F)cc1)c1cccc(S(=O)(=O)N2CCOCC2)c1	-4
O=C(NC1CCCCC1)c1cc2n(n1)C(C(F)(F)F)CC(c1ccc(Cl)cc1)N2 (configuration not stated)	-1
CC1(C)CC(=O)C2=C(C1)Nc1ccccc1N(C(=O)c1ccc(Br)cc1)C2c1ccc(F)cc1 (configuration not stated)	-5
CCOc1ccc(NC(=O)c2cc(S(=O)(=O)N3CCc4ccccc43)ccc2F)cc1	-4
O=C(NCC1CCCO1)c1nn2c(C(F)(F)F)cc(-c3cc(Br)cs3)nc2c1Br (configuration not stated)	-1
O=C(Nc1ccc(Cl)cc1)c1cnn2c1NC(c1ccco1)CC2C(F)(F)F (configuration not stated)	-319
COc1cc2nc(SCC(=O)c3ccc(F)cc3)n3nc(C)nc3c2cc1OC	-6
O=C(CSc1nc(-c2ccco2)cc(C(F)(F)F)n1)NCc1cccs1	-9

Reprinted at random: three compounds from above, in no set order.
SMILES	14-3-3g Raf
CCC(C)(C)n1nnnc1CN1CCN(c2nc3cc(OC)ccc3cc2C#N)CC1	-6
CCCC(=O)Nc1cccc(NC(=O)c2ccc3c(c2)OCCO3)c1	-7
Cc1ccc(-c2c(C(=O)Nc3ccc(Oc4ccccc4)cc3)oc(=O)c3ccccc23)cc1	0
